From PubChem
SNCA expr inhib – SNCA gene expression inhibition | HEK-293 SNCA-luciferase knock-in, luminescence, 24 h | Potency, µM (highest dose often 57.2 µM), without a hit: at the top dose activity change, negative = inhibition, actives largely listed as inhibitors | 140,000 tested, 0.17% active | AID 1671194;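 further: potency means the concentration at half of the fitted maximal effect; plate controls were DMSO cells for no effect and cell-free wells for full effect; nearly all actives have a fitted effect of over 45% in size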
IP6K1 inh – IP6K1 kinase inhibition. Q92551. IP6K1 kinase, ADP-Glo luminescence, 2 h; stronger effect = lower value. activity change, % (series mostly up to about 58 µM). 140,000 tested, 0.81% active. AID 1645851; in the data active means activity change below about -25%
Target sequence (Q92551 whole entry, looked up): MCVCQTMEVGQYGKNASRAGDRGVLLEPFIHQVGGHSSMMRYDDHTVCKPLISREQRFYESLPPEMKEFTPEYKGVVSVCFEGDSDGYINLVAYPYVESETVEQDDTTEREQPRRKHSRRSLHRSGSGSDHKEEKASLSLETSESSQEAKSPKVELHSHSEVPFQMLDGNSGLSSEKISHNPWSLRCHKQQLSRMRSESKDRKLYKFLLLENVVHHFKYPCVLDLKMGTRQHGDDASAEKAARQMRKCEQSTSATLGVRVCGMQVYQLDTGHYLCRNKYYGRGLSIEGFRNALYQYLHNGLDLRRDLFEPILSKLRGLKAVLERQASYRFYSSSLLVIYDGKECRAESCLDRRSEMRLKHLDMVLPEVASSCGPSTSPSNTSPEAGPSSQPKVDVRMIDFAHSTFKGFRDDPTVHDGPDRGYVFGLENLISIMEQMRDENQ
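ADP-Glo luminescence measures ADP made by human IP6K1 during a 2 h RT reaction with ATP/IP6 (mix at 1.3 mM/130 uM); top library doses 57.5 and 19.1 uM final.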
GPT2 inh – GPT2 alanine aminotransferase inhibition | 100,000 tested, 0.25% active | Recombinant GPT2, coupled pyruvate oxidase/HRP Amplex Red fluorescence | Potency, µM (series often up to 57.7 µM), inactives show at the highest dose activity change, negative = inhibition, actives largely listed as inhibitors | Q8TD30; further: potency means the concentration at half of the fitted maximal effect; nearly all actives have a fitted effect of over 60% in size; many of its hits are not listed in these tables
Target sequence (Q8TD30 whole entry, looked up): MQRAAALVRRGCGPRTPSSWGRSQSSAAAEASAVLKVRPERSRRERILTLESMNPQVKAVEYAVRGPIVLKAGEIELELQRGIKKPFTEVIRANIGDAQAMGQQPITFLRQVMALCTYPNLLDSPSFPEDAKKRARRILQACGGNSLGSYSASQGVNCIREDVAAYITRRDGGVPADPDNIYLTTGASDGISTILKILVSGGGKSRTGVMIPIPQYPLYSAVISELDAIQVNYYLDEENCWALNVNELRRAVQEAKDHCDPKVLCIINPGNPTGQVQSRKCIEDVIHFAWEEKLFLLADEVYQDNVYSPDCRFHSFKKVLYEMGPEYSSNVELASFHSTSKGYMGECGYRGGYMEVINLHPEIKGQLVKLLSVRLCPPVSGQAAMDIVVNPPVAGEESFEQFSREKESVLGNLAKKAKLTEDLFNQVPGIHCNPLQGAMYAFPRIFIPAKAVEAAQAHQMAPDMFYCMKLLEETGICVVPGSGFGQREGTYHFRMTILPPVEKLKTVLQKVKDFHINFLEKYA
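Fluorescence read-out: pyruvate from GPT2 turnover coupled to pyruvate oxidase, HRP and Amplex Red (0.2mM ThPP, 0.2U/mL PO and HRP, 50uM Amplex final). Substrates 250uM a-KG, 2mM L-alanine; enzyme 10ng/uL; 30 min RT.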
HEK293 viab – cell viability loss counter-screen. AID 1671193. Potency, µM (titrated, usually from 57.1 µM), without a hit: at the highest dose activity change, negative = cytotoxicity, usual class: cytotoxic. 150,000 tested, 0.12% active. HEK-293-SNCA-luc viability, GF-AFC fluorescence, 24 h;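 further: potency means the concentration at half of the fitted maximal effect; 0% = DMSO-treated cells and -100% = medium-only wells without cells; nearly all actives have a fitted effect of over 30% in size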
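HEK-293-SNCA-luc cells (1500/well) plated 24 h, then exposed 24 h to a dilution series; GF-AFC added 30 min at 37C, fluorescence 405/540 nm; normalised to medium-only and DMSO wells, Hill fit.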
HEK cytotox – cytotoxic compounds in HEK 293 cells; HEK 293 viability, ATP luminescence (CellTiter-Glo), 48-72 h; Potency, µM (doses to about 115 µM), for the others: at the top dose activity change, negative = cytotoxicity, usual class: inhibitors; 94,000 tested, 6.6% active; further: potency means the concentration at half of the fitted maximal effect; nearly all actives have a fitted effect of over 60% in size
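CellTiter-Glo luminescence (cellular ATP) was read after 48 or 72 hr of compound exposure at 37 degree Celsius. Cells were HEK 293 plated at 250 cells/well.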
NIH3T3 tox – kills NIH 3T3 cells; NIH 3T3 viability, CellTiter-Glo ATP luminescence, 48-72 h; Potency, µM (doses to about 96.7 µM), for the others: at the top dose activity change, negative = cytotoxicity, most hits filed as inhibitors; 94,000 tested, 4.3% active; AID 1345082; further: potency means the concentration at half of the fitted maximal effect; nearly all actives have a fitted effect of over 55% in size
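Cytotoxicity is measured as loss of cellular ATP: NIH 3T3 cells (400/well) are exposed to compound for 48 or 72 hr at 37 °C, then CellTiter-Glo luminescence is imaged after 10 min at room temperature.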
Luciferase inh – inhibitors of firefly (Photinus pyralis) luciferase | P08659 | purified P. pyralis luciferase, luminescence, biochemical | Potency, µM (series often up to 115 µM), for inactives: top-dose activity change, negative = inhibition, actives largely listed as inhibitors | 76,000 tested, 2.5% active | AID 1347043; further: potency means the concentration at half of the fitted maximal effect; nearly all actives have a fitted effect of over 65% in size
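Cell-free enzyme assay, 10nM P. pyralis luciferase, luciferin and ATP each at 10uM. Inhibition profiled over a 6-point titration, read as luminescence.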
An asterisk follows results filed as active; i = inactive; ? = inconclusive; · = no result given; [ ] = dose if it differs, or a comment. Unless noted, the call rests on the fitted dose curve; in most records, active means well fitted curve in the direction sought with a large enough effect; inconclusive means small, poorly fitted or top-dose-only effect, or another doubt; inactive means no such curve, though single readings can be large; an effect the other way counts as inactive or inconclusive. Unless noted, on the % scale 0 is the no-effect control and ±100 the full control effect.

Every second line gives: NIH3T3 tox	HEK293 viab	SNCA expr inhib	GPT2 inh	Luciferase inh	IP6K1 inh	HEK cytotox
COc1cccc([S+](=O)([O-])N2CCCC3(COc4ccccc4C(=O)N3)C2)c1 (stereo unspecified)
  ?	5%	-14%	-8%	-2%	27	?
COc1ccccc1C(=O)NC1CCCN(Cc2cccc(-c3ccc(C)c(Cl)c3)c2)C1 (stereo unspecified)
  ?	-11%	-27%	-6%	·	-7	40µM*
CCC(C)n1c(SCc2ccc(F)cc2Cl)nc2ccsc2c1=O (stereo unspecified)
  ·	8%	-10%	·	·	11	·
Fc1ccc(OC2CNC2)cc1
  -6%[174 µM]	5%[87.6 µM]	-6%[87.6 µM]	i	·	3	-8%[230 µM]
CC(C)c1ccc(OCC(=O)c2ccc3c(c2)N(CCCC(=O)N2CCOCC2)C(=O)CO3)cc1
  32µM*	-14%	9%	i	?	14	32µM*
N#Cc1cccc(CN2Cc3[nH]cnc3C[C@H]2c2nc(-c3cnccn3)no2)c1
  -25%[174 µM]	3%[87.6 µM]	-4%[87.6 µM]	-36%[88.5 µM]	-2%[172 µM]	8	-18%[172 µM]
CCC1(N2CCN(C)CC2)CCN(C(=O)CCC2CCCC2)C1 (stereo unspecified)
  2%	-1%	50%[activator]	i	-3%	4	-6%
COc1ccccc1-c1cc(C(=O)NCc2cccnc2)nn2cccc12
  ?	2%	-2%	-10%	·	-9	?
Cc1ccnc(NC(=O)c2c(C)oc3ncn(CC(C)C)c(=O)c23)c1
  ·	0%	143%[activator]	·	·	2	·
CNC(=O)C1(N2CCC[C@H]2C(=O)N2CCCC2)COC1
  -2%[230 µM]	4%[87.6 µM]	7%[87.6 µM]	i	-4%[230 µM]	-5	0%[230 µM]
CN1CC2(CCN(C(=O)c3cc4ccccc4[nH]3)CC2)CC1C(=O)N1CCOCC1 (stereo unspecified)
  -15%	-5%	38%[activator]	1%	?	-10	-12%
COc1ccccc1CNC(=O)CN(c1ccc(C)cc1)S(=O)(=O)c1c(C)noc1C
  ·	6%	26%	·	·	5	·
O=c1[nH]c(N2CCOCC2)nc2c1CCN(Cc1ccc(Cl)cc1F)CC2
  ?	-7%	-12%	0%	1%	6	?
Cc1ccc(C(=O)N2CCN(CCc3ccncc3)CC2)cc1
  ·	2%	9%	·	·	21	·
COc1ccc(N2Cc3c(ncnc3N3CCC(N4CCOCC4)CC3)N(C)CC2=O)cc1
  -11%	9%	13%	i	7%	-4	0%
CC1OC(OCC2OC(OC3CCC4(C)C(CCC5(C)C4CC=C4C6CC(C)(C)CCC6(C(=O)OC6OC(CO)C(O)C(O)C6O)CCC45C)C3(C)CO)C(O)C(O)C2O)C(O)C(O)C1O (stereo unspecified)
  ·	-9%[12.5 µM]	·	i	·	2	·
O=C(c1ccc(Cl)cc1Cl)N1CCN(c2cc(-c3cccs3)[nH]n2)CC1
  8.9µM*	4%	6%	-6%	5%	-11	45µM*
CCOc1cccc(CNC(=O)CCC2CCN(S(=O)(=O)c3ccccc3)CC2)c1
  ?	-7%	-22%	?	0%	4	?
O=C1CC(c2nnc(Cc3ccc(Cl)cc3)o2)CN1c1ccccc1 (stereo unspecified)
  ·	7%	-16%	·	·	-8	·
COc1cccc(N2C(=O)NC(=NC3CCCC3)C23CCCN(CCC(C)C)C3)c1 (stereo unspecified)
  32µM*	?	?	i	·	-6	?
CCN(CC)c1nn2c(=O)c(C(=O)NCc3ccc(N(C)C)cc3)cnc2s1
  ·	6%	31%[activator]	·	·	50	·
CNC(=O)[C@@H]1CN(C(=O)c2ccccc2C(F)(F)F)C[C@H]1CO
  1%	-17%	-1%	1%	8%	15	-18%
CN(Cc1cccc(C(F)(F)F)c1)Cc1cccc2ccccc12
  -24%[138 µM]	0%[87.6 µM]	1%[87.6 µM]	i	·	9	?
COc1ccc(-c2cn3cc(C(=O)N4CCN(C(C)=O)CC4)nc3s2)cc1
  -14%	?	17%	i	·	-4	-9%
COc1ccc(CCNC(=O)CCc2c(C)nc3cc(-c4ccccc4)nn3c2C)cc1OC
  ·	-3%	-26%	·	·	-19	·
Cc1ccc(CNc2cc(C)nc3nc(-c4ccc(C)cc4)nn23)cc1
  ·	-10%	35%[activator]	·	·	20	·
COc1ccc(N2CCN(C(=O)COc3ccc(NC(C)=O)cn3)CC2)cc1
  -19%	11%	?	?	-4%	7	10%
O=C(O)C[C@@H]1CCN(C(=O)C(=O)O)C[C@@H]1CC1=NCCc2cc(F)ccc21
  -4%[174 µM]	-4%[87.6 µM]	-2%[87.6 µM]	i	19%[172 µM]	14	-6%[172 µM]
Cn1ncc2c(C(=O)NCc3cccc(Cl)c3)cc(-c3ccc(Cl)cc3)nc21
  -16%	0%	-5%	i	·	-3	-13%
Cc1ccc(S(=O)(=O)c2nnn3c2nc(N2CCN(c4ccccc4F)CC2)c2ccccc23)cc1C
  ·	7%	-2%	·	·	8	·
Cc1cccc(N2CCn3c2nc2c3c(=O)n(C/C=C/c3ccccc3)c(=O)n2C)c1
  ·	-14%	-5%	·	·	-2	·
CCOCN(C(=O)Cn1c(COC)nc2ccccc21)c1c(C)cccc1CC
  ·	-18%	24%	·	·	-3	·
O=C(NCCc1cccnc1)c1cc2n(n1)CC(c1ccc(Br)cc1)OC2 (stereo unspecified)
  ?	-5%	2%	i	-2%	5	40µM*
COc1ccc(OC)c(NC(=O)CSc2c3c(nc4ccccc24)CCCC3)c1
  ·	?	22µM*	·	·	-13	·
Cc1ccc(C(=O)N2CCC(CC(=O)NCc3ccccc3)C2)cc1C (stereo unspecified)
  1%	-8%[12.5 µM]	-3%	i	-9%	-2	-11%
COCC1CN(C(C)=O)CC12CCN(C(=O)Cc1cccc(F)c1)CC2 (stereo unspecified)
  i	-2%	2%	i	1%	0	i
CCOc1ccc(-n2c(=O)c3c(C)c(C(=O)N(C)C)sc3n(Cc3cc(C)ccc3C)c2=O)cc1
  ·	13%	34%[activator]	·	·	12	·
CCCCOc1ccc(C(=O)Nc2ccc3oc(-c4cccnc4)nc3c2)cc1
  ·	1%	-9%	·	·	7	·
Oc1ccccc1Nc1nc(-c2ccccc2)c2cc(Cl)ccc2n1
  ·	1%	27%	·	·	-10	·
O=C(Nc1ccnn1C1CCN(CCO)CC1)c1ccccc1Cl
  -1%	1%	0%	i	-4%	0	?
Cc1ccc(-n2c(C3CCN(C(=O)c4ccc(C(C)(C)C)cc4)CC3)n[nH]c2=O)cc1
  ?	12%	14%	i	-7%	-3	?
COc1ccc(OCc2nc(C3CN(C(=O)Cc4c[nH]c5ccccc45)C3)no2)cc1
  ?	-18%	-28%	i	-8%	10	45µM*
CCCn1ccc2c(OCC(=O)NCc3ccc(F)cc3)cccc2c1=O
  ·	6%	-3%	·	·	20	·
CCOC(=O)c1cccc(NC(=O)Nc2c(C)n(C)n(-c3ccccc3)c2=O)c1
  ·	-8%	-9%	·	·	15	·
COc1ccc(S(=O)(=O)N2CCC(n3cnnc3C3CC3)CC2)cc1
  -18%	2%	-6%	3%	7%	-3	-7%
CC(C)C(=O)Nc1ccc(C2(C(=O)N3CCCCC3)CCCCC2)cc1
  -5%	-10%	2%	-19%	1%	-3	-20%
Cc1ccc(C2Cn3nnc(C(=O)N4CCC(C(=O)NC(C)c5ccccc5)CC4)c3CO2)cc1 (stereo unspecified)
  -10%	11%	63%[activator]	i	?	-14	-30%
COc1ccc(C2(C(=O)N3CC[C@H](CO)[C@H](NC(=O)C4CC4)C3)CC2)cc1
  -17%	-3%[12.5 µM]	4%	?	-9%	18	-10%
CN1C(=O)C(CC(=O)NCC2CCN(Cc3ccccc3F)CC2)=C2CCCCC21 (stereo unspecified)
  1%	-5%	52%[activator]	i	-8%	2	-2%
COc1cccc(S(=O)(=O)N2C[C@@H](F)C[C@H]2C(=O)N2CCc3ccccc3C2)c1
  0%	-3%	-4%	i	0%	3	13%
CCOc1ccccc1C(=O)N1CCC2(CC1)CN(c1ncccn1)CC2CO (stereo unspecified)
  -20%	-12%	22%	i	-13%	7	-5%
CCSc1ncc(Cl)c(C(=O)Nc2c(C(=O)Nc3cccc(C)c3)oc3ccccc23)n1
  ·	6%	23%	·	·	7	·
COCc1noc([C@@H]2CN(C(=O)c3cccc(C)c3)C[C@H]2COC)n1
  i	3%	14%	i	1%	-10	-1%
CCOC(=O)c1ccccc1NC(=O)CSc1c(C)cnc2c1c(=O)n(C)c(=O)n2C
  ·	7%	26%	·	·	-7	·
COC(=O)c1nnn(-c2cccc(C)c2)c1C(=O)OC
  ·	13%	17%	·	·	-6	·
Oc1cc(-c2cccc(Cl)c2)cc2c1OCCN(Cc1noc(C3CC3)n1)C2
  ?	2%	9%	?	-10%	37	?
CCCCCc1ccc(-c2ccc(Br)cc2)nc1
  ·	-4%	40%[activator]	·	·	-14	·
CC(=O)N1CCC([C@@H]2CN(C(=O)c3nccc4ccccc34)C[C@H]2CO)CC1
  ?	0%[12.5 µM]	?	-12%	-11%	-4	-14%
O=C(C1CC1)N1CCCN(c2ccc3nnc(C4CC4)n3n2)CC1
  -23%[138 µM]	·	·	·	·	6	-27%[172 µM]
C=CCNC(=O)N[C@H]1[C@H](O)[C@@H](Sc2ccccc2)[C@@H]2OC[C@H]1O2
  -4%[174 µM]	-1%[87.6 µM]	-23%[87.6 µM]	-6%[88.5 µM]	-9%[172 µM]	-1	0%[172 µM]

Given as labelled records: part of the list above.
Structure: O=C(Nc1ccnn1C1CCN(CCO)CC1)c1ccccc1Cl
  NIH3T3 tox: -1%	HEK293 viab: 1%	SNCA expr inhib: 0%	GPT2 inh: i	Luciferase inh: -4%	IP6K1 inh: 0	HEK cytotox: ?

Structure: COc1ccc(CCNC(=O)CCc2c(C)nc3cc(-c4ccccc4)nn3c2C)cc1OC
  NIH3T3 tox: ·	HEK293 viab: -3%	SNCA expr inhib: -26%	GPT2 inh: ·	Luciferase inh: ·	IP6K1 inh: -19	HEK cytotox: ·

Structure: O=C(NCCc1cccnc1)c1cc2n(n1)CC(c1ccc(Br)cc1)OC2 (stereo unspecified)
  NIH3T3 tox: ?	HEK293 viab: -5%	SNCA expr inhib: 2%	GPT2 inh: i	Luciferase inh: -2%	IP6K1 inh: 5	HEK cytotox: 40µM*

Structure: CCSc1ncc(Cl)c(C(=O)Nc2c(C(=O)Nc3cccc(C)c3)oc3ccccc23)n1
  NIH3T3 tox: ·	HEK293 viab: 6%	SNCA expr inhib: 23%	GPT2 inh: ·	Luciferase inh: ·	IP6K1 inh: 7	HEK cytotox: ·

The listing continues:
Every second line gives: NIH3T3 tox	HEK293 viab	SNCA expr inhib	GPT2 inh	Luciferase inh	IP6K1 inh	HEK cytotox
COCC(=O)N1CCC(Oc2ncccc2C(=O)N(C)C)CC1
  i	4%	3%	3%	4%	6	-4%
COCC1CN(S(=O)(=O)c2ccc3c(c2)CCCC3)CC12CCNCC2 (stereo unspecified)
  ?	?	-17%	i	2%	14	?
COc1ccccc1-c1c(C)nn2c(N3CCN(c4ccc(F)cc4)CC3)cc(C)nc12
  ·	-5%	-6%	·	·	-15	·
C/C(=C\c1ccccc1)CN1CCC2(CC1)Cc1ccccc1CNC2=O
  ?	-16%	10%	1%	·	9	?

The list is partial. The share of hits here may be higher or lower than overall.
